Screening data as filed in PubChem.
LDHA block: blocks human lactate dehydrogenase A. activity change, % (values are at about 110 or 230 µM). 0.15% of 480,000 active. P00338. purified LDHA, NADH/diaphorase-resazurin fluorescence; active compounds read low. AID 1347041; in the data active means activity change below about -30%; inconclusive means mostly about -25% to -30%;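 further: plate controls were DMSO wells for no effect and wells without enzyme for full effect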
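Resorufin fluorescence (ex540/em590), read at 0 and 20 min after diaphorase/resazurin addition, reports the NADH left after a 5 min room-temperature reaction of 2 nM human LDH5 with 0.06 mM NADH and 0.2 mM pyruvate.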
Glioma ERSR ind: inducers of ER stress response in human glioma cells; U87-MG GRP78 promoter luciferase reporter, 16 h; Potency, µM, without a hit: top-dose activation, actives largely listed as activators; AID 602332; 0.02% of 420,000 active; further: potency means the concentration at half of the fitted maximal effect; series mostly up to about 76 µM; % of control where 0% means no effect; nearly all actives have a fitted effect of over 35% in size
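Stably transfected U87-MG glioma cells carrying a GRP78-based luciferase sensor; 16 h compound incubation. Luminescence end-point read 10 min after Bright-Glo addition at room temperature.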
APEX1 inh: inhibitors of human APE1 endonuclease; P27695; recombinant APE1, TAMRA/BHQ-2 abasic DNA cleavage fluorescence; Potency, µM (series often up to 65.8 µM), for inactives: at the top dose activity change, negative = inhibition, most hits filed as inhibitors; 0.35% of 350,000 active; AID 2517;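 further: potency means the concentration at half of the fitted maximal effect; plate controls were vehicle for no effect and reference inhibitor for full effect; nearly all actives have a fitted effect of over 55% in size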
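Quantitative HTS: incision of a TAMRA/BHQ-2 double-stranded substrate bearing a tetrahydrofuran abasic site by 0.75 nM APE1 raises fluorescence. Substrate 50 nM final, added after 15 min compound preincubation at room temperature; progress as third-minus-first kinetic read difference.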
Apoferritin bind: candidate novel general anesthetic via apoferritin binding; P02791; apoferritin/1-aminoanthracene competitive binding, fluorescence; Potency, µM (series often up to 77.5 µM), inactives show top-dose activity change, negative = displacement, most hits filed as inhibitors; 0.074% of 350,000 active; AID 485281; further: potency means the concentration at half of the fitted maximal effect; on the % scale 0 is the no-effect control and ±100 the full control effect; nearly all actives have a fitted effect of over 20% in size
Target sequence (P02791 2-175 limits assumed): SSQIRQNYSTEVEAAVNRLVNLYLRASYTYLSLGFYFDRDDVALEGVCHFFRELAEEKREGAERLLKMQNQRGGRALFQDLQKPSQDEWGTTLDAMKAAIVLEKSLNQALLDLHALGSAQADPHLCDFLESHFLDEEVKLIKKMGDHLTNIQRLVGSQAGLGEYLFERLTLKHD
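10 uM apoferritin + 50% sat. 1-AMA, PBS; cpd 10 min RT; Ex380/Em535 endpoint; normalized to free probe vs complex; 4-param Hill fit; propofol titration as pos. ctrl.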
BLM helicase inh: Bloom syndrome helicase (human) inhibition; P54132; recombinant BLM DNA unwinding, fluorescence dequenching; Potency, µM (titrated, usually from 56.1 µM), for inactives: top-dose activity change, negative = inhibition, actives largely listed as inhibitors; 0.2% of 350,000 active; AID 2528;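 further: potency means the concentration at half of the fitted maximal effect; plate controls were vehicle for no effect and no enzyme for full effect; nearly all actives have a fitted effect of over 35% in size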
Pol iota inh: blocks human DNA polymerase iota activity; Q9UNA4; Pol iota fluorescent replication assay, 10 min; Potency, µM (top dose mostly 115 µM), inactives show top-dose activity, negative = inhibition, hits mostly inhibitors; 1% of 390,000 active; further: potency means the concentration at half of the fitted maximal effect
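Fluorescent replication assay read twice, at 0 min and 10 min after adding 50 nM (final) substrate. Enzyme (10 nM) and compounds were first incubated 15 min at room temperature; enzyme-free buffer wells were negative controls.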
Pol kappa inh: inhibitors of human DNA polymerase kappa | purified Pol kappa, fluorescent DNA synthesis assay, 10 min | Potency, µM (top dose mostly 107 µM), inactives show at the highest dose activity, negative = inhibition, hits mostly inhibitors | 0.53% of 400,000 active | AID 588579; further: potency means the concentration at half of the fitted maximal effect; on the % scale 0 is the no-effect control and ±100 the full control effect
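Inhibition of 10 nM Pol kappa is measured by a fluorescent read-out at 0 and 10 min following addition of 50 nM substrate (final), with a 15-min room-temperature compound preincubation.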
POLH inh: DNA polymerase eta (human) inhibition. Q9Y253. AID 588591. 1.2% of 390,000 active. recombinant Pol eta, fluorescent DNA replication assay. Potency, µM (series often up to 114 µM), for inactives: at the top dose activity change, negative = inhibition, most hits filed as inhibitors; further: potency means the concentration at half of the fitted maximal effect; on the % scale 0 is the no-effect control and ±100 the full control effect
Target sequence (Q9Y253 whole entry, looked up): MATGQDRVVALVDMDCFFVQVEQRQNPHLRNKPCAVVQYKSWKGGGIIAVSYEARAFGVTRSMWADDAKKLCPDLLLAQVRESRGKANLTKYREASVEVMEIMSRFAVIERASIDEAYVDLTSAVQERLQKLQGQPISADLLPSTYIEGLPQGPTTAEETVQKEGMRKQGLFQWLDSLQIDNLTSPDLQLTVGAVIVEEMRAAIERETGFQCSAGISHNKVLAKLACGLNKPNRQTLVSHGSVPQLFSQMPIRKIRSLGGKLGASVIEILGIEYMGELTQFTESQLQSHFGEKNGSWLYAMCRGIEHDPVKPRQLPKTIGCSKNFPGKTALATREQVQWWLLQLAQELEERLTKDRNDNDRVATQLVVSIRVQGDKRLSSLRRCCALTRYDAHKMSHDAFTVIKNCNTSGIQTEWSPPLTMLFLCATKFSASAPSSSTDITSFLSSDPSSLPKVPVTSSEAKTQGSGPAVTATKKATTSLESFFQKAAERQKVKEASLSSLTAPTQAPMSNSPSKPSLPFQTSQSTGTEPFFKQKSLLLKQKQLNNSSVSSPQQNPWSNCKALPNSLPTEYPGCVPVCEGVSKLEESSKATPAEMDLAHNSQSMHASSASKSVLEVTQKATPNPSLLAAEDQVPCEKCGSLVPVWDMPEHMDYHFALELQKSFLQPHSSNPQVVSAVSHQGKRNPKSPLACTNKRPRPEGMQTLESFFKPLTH
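Pol eta (10 nM) was preincubated with compounds for 15 min at room temperature, after which fluorescent replication substrate (50 nM final) was added to start the reaction. Fluorescence was read kinetically at 0 and 10 min.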
Pol beta inh: blocks human DNA polymerase beta activity. 1.3% of 340,000 active. AID 485314. P06746. Potency, µM (top dose mostly 114 µM), for inactives: top-dose activity change, negative = inhibition, usual class: inhibitors. Pol beta primer extension/strand displacement, fluorescence kinetic; further: potency means the concentration at half of the fitted maximal effect; on the % scale 0 is the no-effect control and ±100 the full control effect
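Homogeneous kinetic assay of primer extension and strand displacement by 10 nM Pol beta, preincubated 15 min at room temperature with compound before 50 nM substrate (final) was added. Read at 0 and 10 min; four-parameter Hill fit.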
Starred values were filed as active, the others as inactive; ? = inconclusive; . = not tested or not shown; & = joins results of further samples; [ ] = another dose, or the depositor's remark. Unless noted, the call rests on the fitted dose curve; in most records, active means well fitted curve in the direction sought with a large enough effect; inconclusive means small, poorly fitted or top-dose-only effect, or another doubt; inactive means no such curve, though single readings can be large; an effect the other way counts as inactive or inconclusive. An excerpt. The share of hits here may be higher or lower than overall.

SMILES	LDHA block	Glioma ERSR ind	APEX1 inh	Apoferritin bind	BLM helicase inh	Pol iota inh	Pol kappa inh	POLH inh	Pol beta inh
O=C(Nc1cccc(/C=C/c2ccccn2)c1)c1cc(Cl)ccn1	0	-2%	16%	-10%	-1%	96%[activator]	-3%	-17%	-1%
CCOC(=O)c1c(C)oc2c1c(C=NCCC(=O)O)c(O)c1ccccc12	31	-7%	2%	-11%	2%	?	-10%	-8%	-3%
Cc1ccc(OCC(=O)NCCNC(=O)COc2ccc(C)cc2)cc1	2	2%	56%[activator]	5%	-2%	1%	1%	-10%	-25%
O=C1COc2cc(O)ccc21	1	-2%	.	.	.	49%[activator]	1%	-6%	.
Cc1cc(C)nc(N/N=C/c2cn[nH]c2-c2ccc(F)cc2)n1	-8	-3%	0%	3%	-4%	-13%[58.9 µM]	-2%	-8%	1%
COCCCNC(=O)Cn1ncc2c(=O)oc3ccccc3c21	1	-4%	0%	-11%	-1%	7%	-8%	-2%	88%
O=C(NCc1ccc(F)cc1)C(=O)NCC1OCCN1S(=O)(=O)c1cccs1 (stereo not given)	-3	-2%	-3%	-3%	-2%	-25%	3%	-8%	14%
Cc1ccc(C(=O)NCc2nnnn2-c2ccc(C)c(C)c2)cc1	-7	-3%	.	56%[activator]	-1%	4%	-13%[60.1 µM]	-7%	2%
CC(=O)c1sc(NC(=O)CSCc2c(C)noc2C)nc1-c1ccccc1	-3	-2%	-5%	.	.	13%	-4%	-22%	.
O=C(Cn1ccc(NC(=O)OCc2ccccc2)nc1=O)NCc1ccccn1	-2	-5%	24%	.	.	-18%	4%	-8%	.
CC(C)(C)NC(=O)C1N(c2cccnc2)C(=O)C2C(C(=O)Nc3ccccc3)C3(C)C=CC21O3 (stereo not given)	2	-9%	1%	-7%	0%	5%	-13%	2%	0%
O=C(Sc1ccc(Cl)cc1)c1cccc(Cn2cc(C(F)(F)F)ccc2=O)c1	-5	-4%	5%	-5%	-2%	8%	12%	-3%	-15%
O=C(Nc1ccc(F)cc1)Nc1csc2ccccc12	-2	1%	-5%	-3%	-5%	34%[activator]	-2%	-21%	-1%
COc1cc(CN2CCN(C(=O)CC(C)C)CC2)cc(OC)c1O	-2	-4%	15%	-9%	1%	?	-1%[60.1 µM]	-8%	25%
Cc1ccc(C(=O)COC(=O)C2C3C=CC(C3)C2C(=O)OCC(=O)c2ccc(C)c(C)c2)cc1C (stereo not given)	-6	-2%	-5%	-15%	-5%	23%	1%	4%	20%

Two entries from above, reformatted.
Results follow in this order: LDHA block, Glioma ERSR ind, APEX1 inh, Apoferritin bind, BLM helicase inh, Pol iota inh, Pol kappa inh, POLH inh, Pol beta inh
Cc1ccc(OCC(=O)NCCNC(=O)COc2ccc(C)cc2)cc1
  2, 2%, 56%[activator], 5%, -2%, 1%, 1%, -10%, -25%
O=C1COc2cc(O)ccc21
  1, -2%, ., ., ., 49%[activator], 1%, -6%, .

Later entries:
SMILES	LDHA block	Glioma ERSR ind	APEX1 inh	Apoferritin bind	BLM helicase inh	Pol iota inh	Pol kappa inh	POLH inh	Pol beta inh
Cc1cc(NS(=O)(=O)c2ccc(NC(=O)c3cc4c(=O)n5ccccc5nc4s3)cc2)nc(C)n1	-3	1%	?	0%	-11%	50µM*	89µM*	20µM*	?
O=C(CN1CCS(=O)(=O)CC1)NNC(=O)C1CCCCC1	-3	-3%	-3%	2%	1%	-7%	-3%	4%	-6%
O=c1[nH]c2ccccc2cc1CN(CC1CCCO1)S(=O)(=O)c1ccccc1 (stereo not given)	-8&-11	-2%	11%	-10%	-2%	86%[activator]	-2%	-18%	41%
O=S(=O)(c1ccc(OCC(O)CN2CCN(c3ccccc3Cl)CC2)cc1)N1CCOCC1 (stereo not given)	3	-1%	4%	-21%	-2%	8%	-9%	-8%	3%
O=C(C[C@H]1C[C@H](C(=O)N2CCOCC2)[C@@]2(CCC3CCCC3)c3[nH]c4cc(-c5ccco5)ccc4c3CCN2C1=O)NCCN1CCOCC1	1	-1%	7%	.	.	5%	8%	-25%	.
Cc1ccc(NC(=O)CSc2nc3ccccc3c(=O)n2CCCN2CCCCC2)cc1Cl	-1	-18%	-11%	?	1%	31%[activator]	6%	-20%	-9%
N#C/C(=C\c1cccc(O)c1)c1nc2ccccc2o1	-2	7%	-9%	-8%	-9%	0%	-14%	4%	-24%
CCC(=O)c1ccc(OCC(=O)OCC(=O)NC2CCCCCC2)cc1	-2	-1%	1%	.	.	25%	-15%	-1%	.
Cc1nc(C)n(C(C)CNC(=O)c2cccc(Br)c2)n1 (stereo not given)	-8	-4%	-4%	-4%	-3%	159%[activator]	-2%	-16%	12%
CCc1ccc(CN(C)CC(=O)Nc2ccccc2[N+](=O)[O-])cc1	2	-4%	10%	-10%	-1%	3%	-2%	-26%	7%[57.1 µM]
CNC(=O)C1CC(=O)N(CCc2ccc(OC)cc2)C(=Nc2ccc(OC)cc2)S1 (stereo not given)	-4	-3%	-6%	0%	-7%	8%	-2%	-15%	15%
O=C(Nc1ccc(NC(=O)c2ccco2)cc1)c1ccc2c(c1)OCO2	-5	-11%	14%	-8%	-9%	-4%	6%	-11%	18%
O=C(COc1ccc2ccc(=O)oc2c1)NC1CCCCC1	-2	0%	-4%	.	.	11%	-7%	-5%	.
CN(C)S(=O)(=O)c1cccc(C(=O)NCc2ccco2)c1	1	-1%	1%	-9%	-5%	?	-19%	?	0%
Cc1cccc(COCCN2CCN(S(=O)(=O)c3ccccc3)CCC2=O)c1	-2	-5%	4%	-9%	-2%	13%	22%	-5%	-1%
S=C(Nc1ccc(Oc2ccccc2)cc1)NC1CCCC1	-11	0%	-4%	-11%	-10%	3%	-13%	-23%	-21%
CC1CCCN(S(=O)(=O)c2ccc(S(=O)(=O)N3CCCN(Cc4ccccc4)C3)cc2)C1 (stereo not given)	-2	-4%	1%	-6%	1%	-12%	-9%	-13%	17%
O=C(Cn1ncc2c(=O)oc3ccccc3c21)Nc1cc(F)ccc1F	-6	-3%	.	20%	-4%	-3%	0%	-6%	73%
CCN1CCN(C2CC(=O)NC2=O)CC1 (stereo not given)	.	.	-4%	-5%	-2%	.	.	.	10%
COc1cc(OC)c(C(=O)OCN2C(=O)c3ccccc3C2=O)cc1OC	6	-2%	48%[activator]	-3%	-1%	44%[activator]	-10%	-14%	25%
COCCCNS(=O)(=O)c1ccc(Cl)c(C(F)(F)F)c1	-6	-3%	13%	-17%	-6%	19%	-6%	-8%	48%[activator]
C=C(C)COC(=O)C1CC2OC2CC1C(=O)OCC(=C)C (stereo not given)	-5	-2%	.	.	.	73%[activator]	-9%	-22%	.
Cc1ccc(S(=O)(=O)NNC(=O)Nc2ccc([N+](=O)[O-])cc2)c(C)c1	-3	-3%	-10%	-13%	1%	9%	-3%	-9%	?
COc1ccc(CCNC(=O)COc2ccc(N(C)S(=O)(=O)c3ccc(C)cc3)cc2)cc1OC	-5	-3%	10%	-7%	1%	10%	-4%	-11%	2%
Cc1ccc(C)c(S(=O)(=O)NCC(=O)Nc2sc3c(c2C(N)=O)CCC(C)C3)c1 (stereo not given)	-4	-6%	?	-6%	0%	-13%	-6%	8%	2%
COCCn1nnnc1C(C(C)C)N(Cc1cccnc1)Cc1cc2cc(OC)ccc2[nH]c1=O (stereo not given)	1	-5%	-3%	-11%	0%	13%	-11%	-15%	14%
CC(C)(C)n1nc(Cc2cccc3ccccc23)c(C#N)c1N	-3	-5%	.	.	.	?	-17%	-20%	.
N#C/C(=C(/O)c1ccc([N+](=O)[O-])cc1)c1nc2ccccc2[nH]1	-4	-3%	-3%	-13%	0%	-14%	6%	-14%	4%
Cc1ccc(-n2nc3c(=O)n(CC(=O)NC4CCCCC4)nc(C)c3c2C)cc1	-7	-1%	61%[activator]	?	-6%	7%	-14%	-3%	-1%
Cc1c(Cl)cccc1-n1ncc(C(=O)NCCN2CCN(C)CC2)c1C1CCN(C(=O)OC(C)(C)C)CC1	1	-3%	.	-9%	3%	32%[activator]	5%	-16%	29%

Random excerpt: 2 records from the list.
SMILES	LDHA block	Glioma ERSR ind	APEX1 inh	Apoferritin bind	BLM helicase inh	Pol iota inh	Pol kappa inh	POLH inh	Pol beta inh
CCN1CCN(C2CC(=O)NC2=O)CC1 (stereo not given)	.	.	-4%	-5%	-2%	.	.	.	10%
N#C/C(=C(/O)c1ccc([N+](=O)[O-])cc1)c1nc2ccccc2[nH]1	-4	-3%	-3%	-13%	0%	-14%	6%	-14%	4%

(next part)
SMILES	LDHA block	Glioma ERSR ind	APEX1 inh	Apoferritin bind	BLM helicase inh	Pol iota inh	Pol kappa inh	POLH inh	Pol beta inh
Cc1ccc(S(=O)(=O)c2nc(-c3cccc(Br)c3)oc2N2CCCCCC2)cc1	-13	-3%	.	10%	-6%	-15%	0%	-1%	7%
COC(=O)[C@@H]1C[C@@]2(O)[C@H](O)[C@H](O)[C@H](O)C[C@H]2N1Cc1cccc2ccccc12	9	-2%	-2%&-4%	6%&-2%	-3%&0%	16%	6%	-4%	2%
Nc1nc(-c2ccco2)nn1C(=O)c1ccc(F)cc1	-2	-5%	-2%	-4%	0%	175%[activator]	-7%	-4%	-27%
Cc1nnc(SCC(=O)NC(C)(C)C)n1C1CCCCC1	-9	-4%	-5%	-2%	3%	51%[activator]	-13%	-5%	41%
O=C(Nc1nc(-c2ccco2)c(-c2ccco2)s1)c1c(F)cccc1Cl	3	-4%	-7%	.	.	-35%	?	?	.
COc1cccc(-n2c(Cc3cc(=O)[nH]c(=O)[nH]3)nnc2SCc2cccnc2)c1	0	-4%	14%	-4%	0%	20%	17%	-4%	5%
CCC(C)(C)NC(=O)COc1ccc(C(=O)c2ccccc2)cc1	3	-3%	2%	?	-3%	-10%	-6%	0%	-5%
CNS(=O)(=O)c1ccc(N2CCCC2)c([N+](=O)[O-])c1	2	-1%	-3%	-13%	-1%	25%	6%	-19%	-21%
COc1ccc(NC(=O)Cn2nc(C(F)(F)F)c3c2CCCC3)c(OC)c1	2	0%	-2%	-3%	-3%	23%	-20%	-25%	-3%
COC(=O)c1cc(CNC(=O)c2sccc2-c2ccccc2)ccc1OC	-5	-2%	3%	-10%	0%	19%	3%	-4%	21%
